# PfGluPho inh: PfG6PD (Plasmodium falciparum) enzyme inhibition. PfGluPho enzyme, NADPH resazurin-diaphorase fluorescence. inhibition, % at 20 µM. actives 0.78% (n = 350,000). AID 504690;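 active = inhibition reaching at least a set limit at 20 µM in the primary screen, cut at about 59% in these data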;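 also: 0% = DMSO wells with substrate and 100% = DMSO wells lacking glucose-6-phosphate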
# Apaf1 inhib: inhibitors of human Apaf-1 apoptosome | reconstituted apoptosome caspase-3 activity, DEVD-Rh110 fluorescence | inhibition, % at 20 µM | actives 0.71% (n = 330,000) | AID 489030; active = inhibition of at least 40% at 20 µM;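 also: plate controls were DMSO wells for no effect and DEVD-CHO caspase inhibitor wells for full effect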
# Target sequence (O14727 whole entry, looked up): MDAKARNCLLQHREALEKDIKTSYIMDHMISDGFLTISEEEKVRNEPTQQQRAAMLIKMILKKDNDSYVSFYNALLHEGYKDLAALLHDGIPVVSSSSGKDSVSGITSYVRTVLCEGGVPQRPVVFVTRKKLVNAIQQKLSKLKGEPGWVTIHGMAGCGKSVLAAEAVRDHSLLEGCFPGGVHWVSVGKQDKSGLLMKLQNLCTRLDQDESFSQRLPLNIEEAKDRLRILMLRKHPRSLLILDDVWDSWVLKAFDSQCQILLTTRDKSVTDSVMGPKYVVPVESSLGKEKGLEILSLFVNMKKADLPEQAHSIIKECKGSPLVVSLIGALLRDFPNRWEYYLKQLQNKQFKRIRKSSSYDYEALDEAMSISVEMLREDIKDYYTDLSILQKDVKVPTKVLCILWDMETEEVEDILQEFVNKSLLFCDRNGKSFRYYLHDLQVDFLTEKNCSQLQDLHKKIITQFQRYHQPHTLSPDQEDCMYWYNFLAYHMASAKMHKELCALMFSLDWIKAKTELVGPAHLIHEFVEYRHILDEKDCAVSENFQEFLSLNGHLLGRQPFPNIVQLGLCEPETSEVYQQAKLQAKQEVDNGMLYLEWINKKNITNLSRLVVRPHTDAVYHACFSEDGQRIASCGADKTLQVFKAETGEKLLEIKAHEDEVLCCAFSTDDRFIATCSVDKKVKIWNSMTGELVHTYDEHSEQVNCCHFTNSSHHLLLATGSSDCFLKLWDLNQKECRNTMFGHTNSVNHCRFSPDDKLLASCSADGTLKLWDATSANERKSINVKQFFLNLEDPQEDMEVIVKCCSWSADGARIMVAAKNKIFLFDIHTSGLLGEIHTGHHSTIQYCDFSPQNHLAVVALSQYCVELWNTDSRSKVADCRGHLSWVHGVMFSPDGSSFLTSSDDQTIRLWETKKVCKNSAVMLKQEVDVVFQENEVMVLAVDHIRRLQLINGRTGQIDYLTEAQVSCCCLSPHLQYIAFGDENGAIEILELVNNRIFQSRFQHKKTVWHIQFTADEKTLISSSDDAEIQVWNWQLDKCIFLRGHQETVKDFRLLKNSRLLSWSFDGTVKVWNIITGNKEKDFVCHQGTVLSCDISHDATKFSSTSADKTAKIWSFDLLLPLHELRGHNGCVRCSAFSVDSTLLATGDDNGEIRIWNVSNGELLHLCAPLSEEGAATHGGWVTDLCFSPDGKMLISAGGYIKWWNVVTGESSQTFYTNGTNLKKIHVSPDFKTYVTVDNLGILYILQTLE
#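 System: Apoptosome proteins | Medium: Hepes pH 7.5 with detergent and BSA | Also added: Cytochrome c trigger plus (Z-DEVD)2-Rh110 caspase-3 substrate | Incubation: 30 min compound preincubation, 50 min activation, room temperature | Detection: Rhodamine 110 fluorescence at Ex 480/Em 540 nm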
# SENP8 block-1: blocks human SENP8 cleavage of Nedd8 substrate; AID 602440; recombinant SENP8, Nedd8 substrate fluorescence; actives 0.64% (n = 360,000); inhibition, % at 20 µM; Q96LD8; in the data active = inhibition mostly above about 40%, no sharp cut-off; inactive = mostly below about 27%
# NALP3 yeast inh: inhibitors of NALP3 inflammasome in yeast | inhibition, % at 10 µM | actives 0.39% (n = 330,000) | Yeast reconstituted NLRP3/ASC/caspase-1, beta-gal luminescence, 24 h;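 active = inhibition of 50% or more; inactive = inhibition below 50%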;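 also: plate controls were induced DMSO wells for no effect and uninduced yeast grown without galactose for full effect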
# HKDC1 inh: HKDC1 (human) hexokinase inhibition | recombinant HKDC1, G6PDH/diaphorase resazurin coupled fluorescence | inhibition, % at 20 µM | actives 0.16% (n = 340,000) | AID 493160;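 active = inhibition above about 35% when tested at 20 µM, limit read from the data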;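 also: plate controls were DMSO wells with enzyme for no effect and DMSO wells lacking enzyme for full effect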
#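 Assay system – recombinant HKDC1 (HK5) hexokinase enzyme, produced in-house · Input – HKDC1 at 5 µg/mL · Reagent – glucose plus 1 mM ATP as hexokinase substrates · Timing – 90 min reaction incubation at room temperature, dark · Measured by – G6PDH/diaphorase-coupled fluorescence, 1 mM NADP, 100 µM resazurin, 525/613 nm · Benchmarks – DMSO-enzyme wells negative, buffer-substituted wells positive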
# SENP7 inh: SENP7 protease inhibition; recombinant SENP7, Z-RLRGG-aminoluciferin luminescence, 40 min; inhibition, % at 5 µM; actives 1.5% (n = 330,000); AID 434973;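 active = inhibition above about 50% at the single test dose, limit read from the data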;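 also: plate controls were DMSO with enzyme for no effect and no enzyme buffer wells for full effect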
# SENP1 FRET inh: blocks the human SENP1 SUMO protease catalytic domain | Q9P0U3 | inhibition, % at 10 µM | recombinant SENP1 catalytic domain, CyPet-SUMO1-YPet FRET cleavage | actives 0.21% (n = 360,000);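 active = inhibition at least 30% at 10 µM, raw YFP signal under a set limit, fluorescence ratio 0.5 to 1.5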;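 also: 0% = enzyme with DMSO and 100% = no enzyme wells; some results filed as inactive read as strong as hits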
#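 Controls: no-enzyme wells low, DMSO-plus-enzyme wells high control. Test system: human recombinant His6-tagged SENP1 catalytic domain enzyme. Reagent: SFCypet-SUMO1-SFYpet FRET protein substrate, 25 nM final. Doses: one dose per compound, 10 µM, 0.5% DMSO. Detection: FRET, CFP and YFP emission. Timing: 50 min reaction at room temperature.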
# SENP6 block: blocks the human protease SENP6; Recombinant SENP6 catalytic domain, aminoluciferin luminescence; AID 2599; actives 1.8% (n = 330,000); inhibition, % at 10 µM;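 active = inhibition above about 50% at the single tested dose, limit read from the data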;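 also: plate controls were DMSO wells with enzyme for no effect and DMSO wells lacking enzyme for full effect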
# SENP8 block-2: inhibitors of human SENP8 protease. Q96LD8. purified SENP8, Z-RLRGG-aminoluciferin cleavage, luminescence. actives 1.2% (n = 330,000). inhibition, % at 10 µM. AID 2540; in the data active = inhibition above about 50%
# An asterisk follows results filed as active; i = inactive; . = no result given. The order is random. About 4.1% of those tested had a hit in this group.
SMILES,PfGluPho inh,Apaf1 inhib,SENP8 block-1,NALP3 yeast inh,HKDC1 inh,SENP7 inh,SENP1 FRET inh,SENP6 block,SENP8 block-2
COc1ccc(-c2noc3c2-c2nc(-c4cccc(C)c4)sc2CC3)cc1,-9,3,-150,17,0,1,1,-7,0
Oc1ccc(N=Cc2ccc(OCc3ccccc3)cc2)cc1,87*,93*,66*,51*,0,43,6,91*,57*
N=c1oc2ccccc2cc1C(=O)Nc1cccc(F)c1,-2,31,9,4,0,92*,0,66*,56*
COC(=O)CCC(=O)Nc1ccc(S(=O)(=O)Nc2nc(C)cc(C)n2)cc1,-6,-10,18,13,-1,-4,1,12,5
CN1C(=O)S/C(=C/c2cccnc2)C1=O,2,4,4,19,5,14,2,-17,-3
Cc1cccc(C(=O)NN(C)c2nc(-c3ccccc3)nnc2C(F)(F)F)c1,-19,4,39,-1,-5,7,0,-9,2
CC(=O)Nc1ccc(S(=O)(=O)N2CCSCC2)cc1,-3,-20,14,-5,-3,11,1,0,5
CCN1C(=NCc2ccco2)N[C@@H](c2cccc(C(F)(F)F)c2)C(C(=O)OC)=C1C,16,29,-70,14,7,5,-100,2,2
CCc1ccc(-c2nc(CSCC(=O)NCc3ccco3)c(C)o2)cc1,4,.,4,.,16,.,-1,.,.
Cc1ccccc1NC(=O)c1nn(-c2ccc(F)c(F)c2)ccc1=O,-4,15,14,23,-5,-6,0,-8,-8
COc1cc2ccccc2cc1C(=O)Nc1ccccc1N1CCN(S(C)(=O)=O)CC1,6,7,-41,12,0,1,2,-2,7
Cc1ccc(O)c(C(=O)CC(=O)c2ccc(Cl)cc2)c1,-6,.,13,.,-3,.,3,.,.
Cc1[nH]c(C)c(S(=O)(=O)NCc2ccc(Cl)cc2)c1C(=O)N1CCCC1,-16,2,9,6,-6,2,-1,21,4
CN(C)S(=O)(=O)N1CCC(n2nccc2NC(=O)CCc2ccccc2)CC1,-13,-4,9,7,0,7,3,-9,8
Cc1cc(C)n(CC(=O)N/N=C/c2cccs2)n1,-3,6,14,22,-13,10,2,-1,-5
Cc1cccc(NC(=O)CN(CC2CCCO2)C(=O)c2oc3ccccc3c2C)c1C (stereo not drawn),21,20,-5,21,-2,2,-3,-4,2
COc1cccc(NC(=O)c2ccc(C(=O)c3ccccc3)o2)c1,22,-5,5,2,-2,5,3,-1,-7
COc1ccccc1NC(=O)Cc1noc(CN(C)Cc2cccs2)n1,-4,-4,2,10,1,-1,-6,4,4
Cc1cc(-c2nnc(CCC(=O)NC(C)c3ccccc3Cl)o2)no1 (stereo not drawn),-15,-20,-6,8,1,-6,-7,-3,2
CCOC(=O)c1c(NC(=S)N2CCN(C)CC2)sc2c1CCN(C(=O)OCC)C2,26,28,4,27,5,-9,-11,-12,-15
O=c1cc[nH]c2ccc([N+](=O)[O-])cc12,10,0,17,-7,0,-9,0,0,-9
CC1(c2cc([N+](=O)[O-])cc([N+](=O)[O-])c2)CC(C)(C)N(C(=O)c2ccccc2)c2ccccc21 (stereo not drawn),5,9,20,4,4,1,1,-5,-4
COc1ccccc1N1CCN(C(=O)c2cc(N3C(=O)C4C5CCC(C5)C4C3=O)ccc2Cl)CC1 (stereo not drawn),30,-10,15,9,-6,3,1,14,-6
CCC[C@H]1CC(=O)C=C(c2ccsc2)ON1C(=O)OC(C)(C)C,19,.,-82,.,-3,.,-9,.,.
Cc1csc(SCCn2c(Br)nc3c2c(=O)[nH]c(=O)n3C)n1,-9,-15,7,-9,-10,4,2,-19,-5
COc1cc(NS(=O)(=O)c2ccc(NC(=S)NC(=O)c3ccc(Br)cc3)cc2)ncn1,-13,-7,11,3,-7,2,1,11,12
ClC1(Cl)CC1Cn1cnc2ccccc21 (stereo not drawn),-15,4,17,-30,-2,-6,0,0,1
Cc1ccc(SCC(=O)Nc2ccc(N3CCOCC3)cc2)cc1C,4,1,18,22,4,1,1,-8,-5
c1ccc2c(Nc3ccc4c(c3)OCCO4)c3c(nc2c1)CCC3,-5,-1,-1,17,-5,-4,-1,0,-7
Cc1nnc(SC(=O)N2c3ccccc3Sc3ccccc32)s1,-2,15,15,45,33,-9,2,-7,-17
CCCCCCCN1C(Nc2ccccc2)=NC[C@@H]1Cc1ccccc1,6,14,16,27,-7,-4,-1,-5,6
COc1ccc(C(=O)NCCC2=CCCCC2)cc1S(=O)(=O)N1CCOCC1,9,2,10,0,3,3,1,2,-3
O=C(CN1CCCC1)Nc1c2c(nc3ccccc13)N(Cc1ccccc1)CC2,20,5,-305,-5,-4,-1,-34,-14,-8
COC(=O)c1cc2c(N)c(C(=O)c3ccccc3)sc2nc1C(OC)OC,8,-3,-105,17,11,4,-32,-32,4
Clc1ccc(COn2nnc3ccccc32)c(Cl)c1,7,4,-8,38,1,36,2,60*,10
COC(=O)c1ccc(N2CCN(C(C)=O)CC2)c(NC(=O)c2cccnc2)c1,10,-2,18,-18,7,4,1,-14,-6
C=CCc1c(OC)ccc2ccc(=O)oc12,-15,1,-403,18,-8,-8,-7,0,7
COc1cc2nc(CN3CCN(S(=O)(=O)c4ccccc4C(F)(F)F)CC3)[nH]c(=O)c2cc1OC,14,10,-4,5,0,4,-1,13,-4
CC(=O)NC(=O)COC(=O)/C=C/c1c(C)nn(Cc2c(Cl)cccc2Cl)c1Cl,-16,-6,8,9,3,-4,3,-10,-4
CCS(=O)(=O)N1CCC(NC(=O)C(Cc2cccc(OC)c2OC)NC(C)=O)CC1 (stereo not drawn),-14,-4,7,6,0,-6,1,-7,-1
Cc1cc(C)nc(N(C#N)CC(=O)c2ccccc2)n1,35,-17,10,20,-10,6,-1,-10,8
COc1ccc(-c2noc3c2-c2nc(-c4ccc(Cl)cc4)sc2CC3)cc1,11,-1,i,12,-1,1,-1,-18,6
Cn1cccc1-c1nc2ccccc2n1C,0,-4,-33,4,-1,0,2,-3,-3
COC(=O)c1cc(NC(=O)c2ccc([N+](=O)[O-])cc2)c(=O)oc1C,10,5,19,9,-9,-9,2,-28,-10
COC(=O)CC1C(=O)NCCN1C(=O)c1ccccc1 (stereo not drawn),7,-6,16,11,0,5,3,-5,4
CN1CCN(C(=O)/C=C/c2ccccc2)CC1,-8,-6,10,7,0,-8,0,-29,-2
CCOc1cc(/C=N/NC(=O)c2cc(C)[nH]n2)ccc1OC(=O)c1ccc([N+](=O)[O-])cc1,.,3,.,11,.,-7,.,-1,-1
COc1ccc(CC2S/C(=N/N=C/c3ccccc3O)NC2=O)cc1 (stereo not drawn),-30,i,-39,-7,-1,7,0,-11,-4
O=C1NC(c2ccccc2Cl)=N/C1=C/c1ccco1,11,-10,-10,0,4,1,-72,3,-2
CCOC(=O)C1CN(S(=O)(=O)c2ccc(C)cc2)c2cc(S(=O)(=O)CC)ccc2O1 (stereo not drawn),-17,20,19,3,-3,-6,1,-9,2
Cc1cc(/C=C(/C#N)C(=O)O)c(C)n1-c1cccc2ccccc12,-24,1,-64,-16,8,-9,1,9,-4
CCN(CC)S(=O)(=O)c1cccc(-c2n[nH]c(=S)n2/N=C/c2ccc(C(=O)OC)cc2)c1,13,14,-268,18,1,-5,-4,-11,-1
C=CCOc1ccc(C(=O)O)cc1Cl,-13,1,2,17,-6,4,1,3,4
CC1=CC=CN2C1=NC(=O)CC2(C)C(=O)N(CC(=O)NC1CCCC1)c1ccccc1C (stereo not drawn),4,-1,-394,14,-9,3,-2,-14,-9
COC(=O)c1cn(Cc2cc(OC)ccc2OC)cc(F)c1=O,0,3,10,-1,-6,5,2,1,10
Cn1nnc(NCc2cc(Br)ccc2OCc2ccccc2F)n1,26,-5,22,0,2,-3,2,9,12
CCn1c(Cc2ccccc2)nnc1SCC(=O)Nc1ccc(N)cc1,12,-1,16,-3,-8,6,6,10,2
CN(C)CCCNC(=O)N1c2ccccc2C=Cc2ccccc21,8,-4,11,9,-4,11,-3,3,-2
CCOc1ccc(C2NC(=O)Cc3cc(OC)c(OC)cc32)cc1 (stereo not drawn),-16,5,9,17,2,1,-2,-3,-2
COC(=O)CSc1nc2c(c(-c3ccco3)c1C#N)CCCC2,32,4,-50,-1,5,4,-2,-6,-8

# (list continues)
SMILES,PfGluPho inh,Apaf1 inhib,SENP8 block-1,NALP3 yeast inh,HKDC1 inh,SENP7 inh,SENP1 FRET inh,SENP6 block,SENP8 block-2
O=C(NCc1cccc(Cl)c1)c1cccc(S(=O)(=O)N2CCCCC2)c1,10,5,5,14,-1,-4,-1,1,6
COc1ccc(C(c2nnnn2C2CCCC2)N2CCN(C(=O)c3ccco3)CC2)cc1OC (stereo not drawn),-8,20,18,7,-4,-2,1,-8,4
CC1CCCC(C)N1CCCNC(=O)C1CCCN(c2ncnc3c2nc2n3CCCCC2)C1 (stereo not drawn),-5,9,8,6,-2,-14,-4,-15,-10
Cc1ccc(S(=O)(=O)N2CCCCC2)cc1NC(=O)c1cc(F)c(F)c(F)c1F,-3,4,15,8,-1,9,0,-11,1
CC(=O)c1cnn(-c2ccc(Cl)c(Cl)c2Cl)c1C,2,3,8,24,0,1,1,-12,-8
C(=N\c1nc2ccccc2n1CCN1CCOCC1)/c1cccs1,-6,-18,26,4,-5,3,2,-3,-1
CN(CCCCCCCCC(=O)/C=N/O)Cc1ccccc1,11,2,19,33,-6,-6,0,-24,-4
C=CCn1c(SCC(=O)c2c(N)n(C)c(=O)n(C)c2=O)nnc1-c1ccccc1F,-11,6,-3,-4,-11,3,2,-2,-4
Cn1c(=O)c2c(nc(CN3CCN(C(=O)c4ccco4)CC3)n2CCc2ccccc2)n(C)c1=O,20,-8,-2,4,-3,-6,0,-2,-6
O=C(Nc1ccccc1)Nc1ccc(NC(=O)c2ccccc2O)cc1,27,8,3,8,4,15,0,5,-19
CC(C)(CNC(=O)c1cc([N+](=O)[O-])ccc1N1CCC(Cc2ccccc2)CC1)N1CCOCC1,15,18,-5,25,9,4,-13,-9,11
Cc1ccc(-c2cc(C(=O)N/N=C/c3c(C)nn(C)c3C)c3ccccc3n2)cc1C,-16,20,4,9,6,0,5,-11,-1

# From PubChem
